# Bioassay records deposited in PubChem by Broad Institute.
# ERp5 block: inhibitors of ERp5-driven insulin aggregation, primary screen, biochemical, turbidity, absorbance 650 nm, single point. Protein disulfide-isomerase A6 (Homo sapiens), Q15084. 90 min. inhibition, % at 9.99 µM. actives 0.05% (n = 350,000);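 active = mean replicate inhibition above about 25%, with every replicate also reaching it, limit read from the data, passing the limit was not always enough; inconclusive = only one of those two criteria met; inactive = neither criterion met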
# Xi reactivation: activators of inactive X chromosome reactivation, primary screen, imaging, XiGFP fibroblasts, GFP high-content imaging, set 2 | XiGFP mouse fibroblasts, % GFP-positive cells imaging, 3 d; cells co-treated with 5-aza-dC sensitizer; scaled so ellipticine positive control = 100% | activation, % at 7.58 µM | actives 0.055% (n = 360,000) | AID 743238, 2013;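 active = mean normalized replicate activation at least 10% and every replicate at or above 10%; inconclusive = only one of the two criteria met; inactive = mean below 10% and not all replicates reach 10%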;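 note: 0% = median of on-plate neutral control wells and 100% = ellipticine 6 µM median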
#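 Material: SV40-immortalized XiGFP fibroblast cells, line 68-5-11 | Buffer or medium: DMEM containing 5-aza-dC | Dosing: One concentration, pinned | Times: 3 d treatment, 15 min room-temperature fixation | Controls: Ellipticine 6 µM positive control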
# esBAF inh: Bmi1 luciferase reporter increase in mESCs, primary screen, esBAF inhibitor project, mouse ES cells, Bmi1 luciferase knock-in, single point. 24 h; 100% = twice the neutral-well signal. reporter increase, % at 12.5 µM. actives 2% (n = 350,000); in the data active = activation above about 40%; inconclusive = no clear call, values can overlap the other calls;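 note: 0% = median of the plate's neutral control wells and 100% = double that signal; a rise in the Bmi1 reporter signal indicates esBAF inhibition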
# ERAP1 inh: human ERAP1 aminopeptidase inhibitors, primary screen, biochemical, single point, plate reader; actives 0.15% (n = 340,000); inhibition, % at 10.7 µM; recombinant ERAP1, Leu-AMC fluorescence, 60 min; AID 652197, 2013;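 active = mean replicate inhibition of at least 30%, or all replicates individually reaching that 30% level; inactive = mean below 30% and not every replicate reaching it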;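 note: 0% = neutral control wells and 100% = L-leucinethiol positive control wells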
# Target sequence (Q9NZ08 whole entry, looked up): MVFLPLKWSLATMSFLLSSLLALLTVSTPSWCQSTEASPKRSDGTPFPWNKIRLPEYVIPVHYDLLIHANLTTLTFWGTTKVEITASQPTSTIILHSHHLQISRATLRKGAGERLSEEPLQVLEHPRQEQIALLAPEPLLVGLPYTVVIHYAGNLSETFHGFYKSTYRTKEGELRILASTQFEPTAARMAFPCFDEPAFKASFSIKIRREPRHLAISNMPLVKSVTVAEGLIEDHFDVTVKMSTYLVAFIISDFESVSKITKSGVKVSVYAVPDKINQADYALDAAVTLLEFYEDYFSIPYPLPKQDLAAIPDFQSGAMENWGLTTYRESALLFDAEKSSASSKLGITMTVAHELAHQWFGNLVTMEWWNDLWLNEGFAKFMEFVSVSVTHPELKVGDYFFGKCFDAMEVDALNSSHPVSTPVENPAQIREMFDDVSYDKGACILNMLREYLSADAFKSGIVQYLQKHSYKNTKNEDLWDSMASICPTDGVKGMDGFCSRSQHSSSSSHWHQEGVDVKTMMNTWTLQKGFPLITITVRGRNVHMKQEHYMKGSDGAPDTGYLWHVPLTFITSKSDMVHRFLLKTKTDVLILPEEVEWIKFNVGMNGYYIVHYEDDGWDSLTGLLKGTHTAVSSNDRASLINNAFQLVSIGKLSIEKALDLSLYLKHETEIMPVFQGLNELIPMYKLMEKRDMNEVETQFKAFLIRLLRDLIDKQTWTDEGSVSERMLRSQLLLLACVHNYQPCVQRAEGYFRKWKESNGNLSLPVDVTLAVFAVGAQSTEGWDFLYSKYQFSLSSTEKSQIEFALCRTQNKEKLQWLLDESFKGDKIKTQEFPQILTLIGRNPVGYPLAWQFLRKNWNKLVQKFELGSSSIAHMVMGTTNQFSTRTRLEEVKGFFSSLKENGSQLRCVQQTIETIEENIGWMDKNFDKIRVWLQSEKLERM
# S100A4 MyoIIA: inhibitors of S100A4-myosin IIA peptide binding, primary screen, biochemical, fluorescence polarization, TAMRA-MyoIIA peptide | inhibition, % at 10.7 µM | actives 0.14% (n = 360,000);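 active = mean inhibition of at least 70% across replicates, with every replicate also reaching that level; inconclusive = mean inhibition reaches 70% but some replicates fall short; inactive = mean inhibition below 70%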
# Target sequence (P26447 whole entry, looked up): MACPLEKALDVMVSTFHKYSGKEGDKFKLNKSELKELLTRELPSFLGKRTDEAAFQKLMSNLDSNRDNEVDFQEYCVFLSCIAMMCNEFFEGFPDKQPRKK
#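 Compound dosing: one dose per compound; test system: human S100A4 monomer with TAMRA-labelled myosin IIA peptide; probe or stimulus: TAMRA-labelled myosin IIA heavy-chain peptide probe, 5 nM; medium: HEPES buffer with Ca2+, pH 7.2; schedule: 5 min incubation before reading; benchmarks: neutral control DMSO, positive control TFP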
# RAD54 inh: inhibitors of human RAD54 branch migration, primary screen, biochemical, fluorescence, single point. DNA repair and recombination protein RAD54-like (Homo sapiens), Q92698. RAD54 Holliday junction branch migration, FAM/BHQ fluorescence. inhibition, % at 10.4 µM. actives 0.14% (n = 360,000). AID 602329, 2012;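 active = mean normalized replicate activity at least 40 and at least half of replicates scoring 40 or more; inconclusive = only one of the two criteria met; inactive = mean below 40 and under half of replicates reaching 40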;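 note: 0% = median of neutral control wells and 100% = median of positive control wells; inhibitors cause a drop in the FAM fluorescence signal; in these data hits start at about 50%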
# E-selectin induc: E-selectin induction in HUVECs, primary screen, imaging, HUVEC, immunofluorescence imaging, single point; P16581; normalized: neutral wells 0, TNF-alpha wells 100; activation, % at 7.58 µM; actives 0.37% (n = 260,000);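 active = mean E-selectin-positive cell signal at least 10% of the positive control, reached in at least 60% of replicates, without over 20% cell loss; inconclusive = no rule given, readout overlaps actives, possibly toxicity-flagged; inactive = the rest, including those meeting only one limit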;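 note: in these data hits start at about 27%; measured in HUVEC primary endothelial cells; signal is the percent of cells scored E-selectin positive by PE staining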
#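 Test system – human umbilical vein endothelial cells (HUVEC), E-selectin induction · Input – 3,000 HUVEC seeded per well · Buffer or medium – EGM-2, gelatin · Compound dosing – single-point compound dose · Detection – immunofluorescence imaging · Measure – percent E-selectin-positive cells · Controls – TNF-alpha high, DMSO low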
# RAD52 anneal inh: RAD52 DNA annealing inhibitors, primary screen, biochemical, FRET, single point, set 2; DNA repair protein RAD52 homolog (Homo sapiens), P43351; recombinant RAD52 DNA annealing, FRET fluorescence; inhibition, % at 18.7 µM; actives 0.46% (n = 360,000); AID 651710, 2012;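 active = every replicate showing at least 50% inhibition; inconclusive = mean inhibition at least 50% but not in every replicate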
# Active calls of the source: *; ? = inconclusive; . = no result given.
1: CCCN1[C@@H]2c3ccc(-c4ccc(OC)cc4)c(=O)n3C[C@@H]2[C@@H](CO)[C@@H]1C(=O)NCC
2: C=CCCC(=O)N(C)CCO
3: COc1ccc2[nH]c3c(c2c1)CN(C)CC3
4: NS(=O)(=O)c1ccc(CCNC(=O)c2ccc3c(=O)n4c(nc3c2)CCCCC4)cc1
5: Cc1nn(CC(=O)N2CCN(C)CC2)c(=O)c2c1sc1ccccc12
6: Cc1[nH]c(=O)[nH]c(=O)c1NS(=O)(=O)c1ccc2c(c1)CCCC2
7: COCCn1nnnc1C(c1cccs1)N1CCN2CCCC2C1 (configuration not stated)
8: COc1ccc(C2c3cc4c(cc3OC(N3CCOCC3)C2C)OCO4)c(OC)c1 (configuration not stated)
9: Cc1ccc(NS(=O)(=O)c2cc(C(=O)NCc3ccncc3)ccc2C)cc1
10: COC(=O)CN1C(=O)[C@H]2[C@@H](c3ccc(C)o3)N3C(=O)CN(Cc4ccccn4)C(=O)[C@@]3(C)[C@H]2C1=O

entry no.	1	2	3	4	5	6	7	8	9	10
ERp5 block	6.2	2.2	1.3	-7.3	-2.3	-3.4	-1.5	5.1	-1.0	-5.5
Xi reactivation	0.2	0.0	.	0.1	0.1	.	0.0	0.2	0.3	0.0
esBAF inh	-2.5	0.1	-3.4	7.2	3.1	-1.5	-1.9	.	2.0	-1.6
ERAP1 inh	-3.0	-1.5	0.7	-9.0	-6.1	2.8	3.1	1.7	-2.9	.
S100A4 MyoIIA	1.4	-5.0	-0.8	1.6	15.3	0.8	0.6	-3.9	-2.9	13.9
RAD54 inh	5.7	-19.2	-14.1	.	12.5	11.0	.	.	7.6	-4.6
E-selectin induc	-0.2	0.0	.	0.0	.	.	.	-0.3	0.3	0.3
RAD52 anneal inh	-25.9	-13.2	11.6	-1.9	-3.2	-11.1	0.0	-0.2	-28.7	-22.1

11: COc1ccc(C(=O)N2C[C@@H]3[C@H](c4ccccc42)[C@@H](CO)N3Cc2ccccc2Cl)cc1
12: O=C(C[C@H]1C=C[C@H](NS(=O)(=O)c2ccc(F)cc2)[C@@H](CO)O1)NCCc1ccncc1
13: CCn1nc(C(=O)Nc2nc3ccc(C)cc3s2)c2ccccc2c1=O
14: CN(CCO)c1nc(N)c2c(N)nc3c(c2c1C#N)CC(=O)N3Cc1cccs1
15: COc1ccccc1NC(=S)NC(=O)c1ccc(Cn2cc(Br)cn2)cc1
16: CN(C)CCCNC(=O)C[C@H]1CC[C@H](NC(=O)Cc2cccnc2)[C@H](CO)O1
17: c1ccc(Cc2c(-c3ccco3)nc3c4ccccc4ccn23)cc1
18: COc1cc(CNCCNCC(C)O)ccc1OCc1ccc(Cl)nc1 (configuration not stated)
19: CN(C)CCNc1ncnc2c1ncn2[C@H]1CN(Cc2cccs2)C[C@@H](CO)O1
20: COc1ccc(C(=O)NC2CC2)cc1OC1CCN(Cc2cc(C)cc(C)c2)CC1

entry no.	11	12	13	14	15	16	17	18	19	20
ERp5 block	-1.1	-3.6	2.7	0.1	2.2	-0.5	-7.2	-7.1	3.8	-1.2
Xi reactivation	-0.1	1.6	.	0.0	0.1	0.2	-0.1	0.0	0.3	0.3
esBAF inh	-6.2	-3.6	-9.4	0.7	.	-5.0	?	2.1	8.8	-1.4
ERAP1 inh	-2.5	2.3	-1.3	-1.9	-2.9	1.5	-1.1	0.3	-1.1	0.0
S100A4 MyoIIA	9.9	3.8	-4.7	3.8	-0.3	-1.8	-6.7	0.6	-2.7	-8.4
RAD54 inh	2.2	-6.2	5.5	-1.3	.	-3.3	2.8	-6.0	13.4	-2.8
E-selectin induc	-0.1	-0.4	.	.	2.0	0.0	-0.1	-1.8	.	-1.3
RAD52 anneal inh	-6.4	-2.1	-7.1	-1.4	-19.1	-6.1	-70.5	-1.6	-37.4	-8.7

21: C[C@H](CO)N1C[C@H](C)[C@@H](CN(C)Cc2cncnc2)Oc2cc(/C=C/c3ccccc3)ccc2S1(=O)=O
22: Cc1cccc(S(=O)(=O)N[C@H]2CC[C@@H](CCNC(=O)CCN3CCCCC3)O[C@@H]2CO)c1
23: C[C@H](CO)N1C[C@H](C)[C@@H](CN(C)C)Oc2ccc(NC(=O)Nc3ccccc3)cc2C1=O
24: CCC1(c2ccc(F)cc2)NC(=O)NC1=O (configuration not stated)
25: COc1cc(-c2noc(C)c2C#CC2(O)CCCCC2)cc(OC)c1OC
26: C[C@H]1CN([C@@H](C)CO)C(=O)c2cc(C#CC3(O)CCCC3)cnc2O[C@H]1CN(C)C(=O)Cc1ccncc1
27: CO[C@H]1CN(C)C(=O)c2cc(NC(=O)c3cc(C)on3)ccc2OC[C@H](C)N(CC2CC2)C[C@@H]1C
28: COCC#Cc1ccc2c(c1)O[C@H](CN(C)S(=O)(=O)c1ccc(F)cc1)[C@H](C)CN([C@H](C)CO)S2(=O)=O
29: O=C(C[C@H]1CC[C@@H](NC(=O)c2ccc(F)cc2)[C@@H](CO)O1)NCCc1ccccc1
30: Cn1nc(C(F)(F)F)c(C(=O)Nc2ccc(F)cc2)c1Cl

entry no.	21	22	23	24	25	26	27	28	29	30
ERp5 block	-4.9	-2.7	5.1	3.8	0.2	6.0	2.4	-0.6	4.6	-0.3
Xi reactivation	-0.7	-0.3	0.2	-0.1	0.1	-0.8	0.2	-2.0	0.2	0.0
esBAF inh	-8.2	-0.5	0.1	-2.4	-8.1	5.6	1.6	5.1	-0.6	.
ERAP1 inh	-1.5	-2.1	-0.2	-6.6	-0.8	-2.7	.	0.6	0.1	1.6
S100A4 MyoIIA	9.0	-8.6	-24.3	-23.9	-8.7	-2.0	0.1	19.0	3.2	-2.8
RAD54 inh	-3.0	4.0	-7.3	-4.9	4.5	-2.3	4.5	-0.9	5.9	.
E-selectin induc	0.1	0.0	-3.3	0.3	0.2	0.4	0.1	0.1	0.0	.
RAD52 anneal inh	24.0	-2.0	-4.3	0.5	-7.0	-29.2	1.9	-16.4	0.8	-7.3

# The list goes on:
item	Molecule	ERp5 block	Xi reactivation	esBAF inh	ERAP1 inh	S100A4 MyoIIA	RAD54 inh	E-selectin induc	RAD52 anneal inh
31	COc1ccc(S(=O)(=O)N2CCc3ccccc32)cc1C(=O)N(CC(C)C)C1CCS(=O)(=O)C1 (configuration not stated)	-0.8	-0.1	0.9	4.7	-4.8	4.8	.	-0.4
32	O=C(c1ccc(-c2ccccc2)cc1)C1CCCN(C(=O)Cn2cncn2)C1 (configuration not stated)	-1.9	0.0	.	3.2	1.9	.	-1.9	-3.2
33	CC1=NN(C(N)=S)C(=O)C1N=Nc1c(C)n(C)n(-c2ccccc2)c1=O (configuration not stated)	0.5	0.1	-5.2	.	1.7	8.7	15.9	-27.8
34	CCC(C(=O)NCCN1CCOCC1)n1c2ccccc2c2nc(=O)cc(C)n21 (configuration not stated)	-0.4	0.0	9.7	-2.2	-8.1	0.8	0.3	-5.4
35	C[C@H](CO)N1C[C@H](C)[C@@H](CN(C)C(=O)Nc2ccc(C(F)(F)F)cc2)Oc2c(NS(=O)(=O)c3ccc(Cl)cc3)cccc2C1=O	-5.6	0.0	3.2	-0.1	-14.4	-11.4	-0.2	-10.5
36	COc1cc2c(cc1OC)C(c1cccc(Br)c1)NC(=O)C2 (configuration not stated)	1.5	0.1	1.1	0.1	1.5	5.1	.	-10.2
37	CN(C)C(=O)c1ccc(-c2ccc(C3[C@H]4CNC[C@@H]3N4S(=O)(=O)c3ccccc3)cc2)cc1 (some centres not stated)	-5.6	0.0	.	-2.2	-14.2	.	0.1	-9.7
38	O=C(Nc1ccccn1)c1cccc(S(=O)(=O)N2CCc3ccccc3C2)c1	0.0	0.1	6.4	-6.6	9.0	0.1	-0.2	-6.6
39	COc1ccc(S(=O)(=O)Nc2ccc3c(c2)C(=O)N([C@H](C)CO)C[C@H](C)[C@@H](CN(C)C(=O)CCCN(C)C)OCCCC[C@@H](C)O3)cc1	8.4	-1.2	2.3	-5.0	12.2	5.5	0.2	-8.8
40	COc1ccccc1-c1cn(CC[C@H]2CC[C@H](NC(=O)NC(C)C)[C@H](CO)O2)nn1	-4.0	0.0	6.9	2.0	5.7	-12.9	-0.1	20.3
41	COc1cc(/C=C2\SC(=S)N(CCC(=O)Nc3ccccc3O)C2=O)cc(OC)c1OC	5.0	0.3	7.0	1.6	4.7	0.4	0.1	-6.9
42	OCCNc1nc(Cl)nc(NCc2ccco2)n1	0.1	0.3	-1.6	.	-8.2	-3.5	-0.5	-10.8
43	COc1cc(C(=O)OCC(=O)Nc2ccc(C(C)=O)cc2)ccc1OCC(=O)N1CCOCC1	4.3	0.2	.	-1.9	6.5	.	.	-1.6
44	CCOc1ncccc1C(=O)Nc1c(C)n(C)n(-c2ccccc2)c1=O	2.9	0.7	2.0	-1.5	-8.8	6.7	0.6	-7.1
45	O=C(COc1cc2oc(=O)c3c(c2cc1Cl)CCC3)N1C[C@H]2C[C@@H](C1)c1cccc(=O)n1C2	4.9	.	-3.7	1.0	-2.3	-3.3	.	3.9
46	Cc1cc(/C=N/NC(=O)c2cccc(N(C)C)c2)c(C)n1-c1cc(C(=O)O)cc(C(=O)O)c1	-1.8	0.2	19.1	1.8	-2.2	.	.	-48.6
47	COc1cc(Br)c(/C=C/c2ccc3cccc(O)c3n2)cc1OC	3.4	0.7	22.5	-2.4	-3.0	-5.1	1.2	-8.1
48	O=S(=O)(Cc1ccccc1)N1CCN(Cc2c(F)cccc2Cl)CC1	-2.4	-0.1	.	5.2	0.4	-10.9	0.1	-9.0
49	O=[N+]([O-])c1cccc2cn[nH]c12	0.4	0.0	-3.0	-0.9	-4.3	2.7	0.0	-14.9
50	COc1ccc(CN2CCNC(=O)C2CC(=O)N(C)Cc2ccon2)cc1OC (configuration not stated)	0.8	0.4	.	-7.7	-9.8	.	.	-25.3

# Filtered by structure: the compounds so far with an NH in an aromatic ring.
item	Molecule	ERp5 block	Xi reactivation	esBAF inh	ERAP1 inh	S100A4 MyoIIA	RAD54 inh	E-selectin induc	RAD52 anneal inh
3	COc1ccc2[nH]c3c(c2c1)CN(C)CC3	1.3	.	-3.4	0.7	-0.8	-14.1	.	11.6
6	Cc1[nH]c(=O)[nH]c(=O)c1NS(=O)(=O)c1ccc2c(c1)CCCC2	-3.4	.	-1.5	2.8	0.8	11.0	.	-11.1
49	O=[N+]([O-])c1cccc2cn[nH]c12	0.4	0.0	-3.0	-0.9	-4.3	2.7	0.0	-14.9
